# Screens as filed in PubChem.
# NALP1 yeast inh – NALP1 inflammasome inhibitors in reconstituted yeast, colorimetric, S. cerevisiae, triplicate retest | AID 2071, 2009 | inhibition, % at 10 µM | actives 0.61% (n = 280,000) | S. cerevisiae NALP1/ASC/caspase-1 growth, X-gal OD620, 72 h; in the data active means inhibition mostly above about 24%, no sharp cut-off; inactive means mostly below about 32%; further: some compounds called inactive have numbers as strong as hits
# GalR3 antag – GalR3 antagonists in HEK293 cells, primary screen, cell-based, fluorescence readout; AID 651719, 2012; actives 0.44% (n = 360,000); inhibition, % at 3 µM; Galanin receptor type 3 (Homo sapiens), O60755; HEK293 GalR3-CNG cAMP membrane potential fluorescence; galR3 body fused to GalR1 C-terminus;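 active means inhibition above the screen-wide average plus 3 SD, cut at about 13% in these data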;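 further: forskolin and galanin both at EC90 stimulate the cells; cAMP rise reported by CNG channel membrane potential dye signal; 0% = forskolin plus galanin with DMSO and 100% = forskolin alone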
# Target sequence (O60755 1-299 limits assumed): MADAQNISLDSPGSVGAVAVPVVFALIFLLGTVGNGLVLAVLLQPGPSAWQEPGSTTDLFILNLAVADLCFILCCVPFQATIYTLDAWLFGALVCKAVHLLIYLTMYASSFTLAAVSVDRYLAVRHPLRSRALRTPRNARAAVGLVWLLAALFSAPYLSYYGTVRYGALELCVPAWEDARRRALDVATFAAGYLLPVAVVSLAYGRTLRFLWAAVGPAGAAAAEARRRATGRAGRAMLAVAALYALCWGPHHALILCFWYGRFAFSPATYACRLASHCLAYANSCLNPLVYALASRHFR
# OXTR agonist – human OXTR agonists, primary screen, fluorescence, CHO-OTR cells, Fluo-8 calcium; AID 2435, 2010; actives 0.32% (n = 320,000); Fluo-8 calcium fluorescence; normalized: DMSO 0%, oxytocin 100%; Oxytocin receptor (Homo sapiens), P30559; activation, % at 3 µM;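 active means activation above the mean of all tested compounds plus 3 SD, cutoff set per screening run, cut at about 20% in these data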;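 further: peak over basal fluorescence ratio from a 100 s FLIPR kinetic read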
# Target sequence (P30559 whole entry, looked up): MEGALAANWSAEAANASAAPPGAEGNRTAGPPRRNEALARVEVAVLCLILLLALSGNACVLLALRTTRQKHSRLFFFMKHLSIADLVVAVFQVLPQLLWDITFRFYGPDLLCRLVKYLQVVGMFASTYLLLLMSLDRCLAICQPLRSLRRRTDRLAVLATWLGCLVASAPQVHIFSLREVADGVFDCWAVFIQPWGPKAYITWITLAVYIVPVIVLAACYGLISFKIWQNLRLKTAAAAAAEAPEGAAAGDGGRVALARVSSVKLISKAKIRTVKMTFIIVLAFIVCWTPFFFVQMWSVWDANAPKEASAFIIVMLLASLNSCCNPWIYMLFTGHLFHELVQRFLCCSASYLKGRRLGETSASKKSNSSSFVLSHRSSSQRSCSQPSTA
# OXTR potentiate – human OXTR potentiators, primary screen, fluorescence, CHO-OTR cells, Fluo-8 calcium; Fluo-8 calcium fluorescence, potentiator mode; 0% = oxytocin EC15, 100% = EC100; activation, % at 3 µM; Oxytocin receptor (Homo sapiens), P30559; actives 0.061% (n = 320,000);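 active means activation above that plate's cutoff, the mean activation of tested compounds plus 3 SD, cut at about 6.6% in these data, passing the limit was not always enough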;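 further: 100% uses oxytocin at 75 nM as the full agonist control; some results filed as inactive read as strong as hits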
#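 Replication – single well per compound, singlicate · Assay system – CHO cell line stably expressing human OTR · Timing – 6 min pre-incubation, 100 s read · Measure – normalized max/min fluorescence ratio, % activation · Doses – 3.0 µM, one dose · Detection – Fluo-8 calcium dye fluorescence · Probe or stimulus – oxytocin near EC15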
# MEKK2 WT-MEK5 – modulators of MEK5 binding to wildtype MEKK2, primary screen, biochemical, multiplex bead flow cytometry, Alexa488-MEK5 | AID 1531, 2009 | Alexa488-MEK5 binding to MEKK2 WT; actives lie on both sides | Mitogen-activated protein kinase kinase kinase 2 (Homo sapiens), Q9Y2U5 | actives 1.1% (n = 290,000) | binding response (% of control), % at 10 µM; in the data active means binding response below about 67% or above about 130%
# GPR7 antagonist – GPR7 receptor antagonists, primary screen, cell-based, fluorescence, single concentration. GPR7-expressing cells, fluorescence antagonist assay. inhibition, % at 4.4 µM. actives 1.1% (n = 290,000); in the data active means inhibition above about 16%, passing the limit was not always enough;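 further: cells stimulated with the agonist NPW; 0% = agonist with vehicle and 100% = vehicle without agonist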
# Target sequence (P48145 whole entry, looked up): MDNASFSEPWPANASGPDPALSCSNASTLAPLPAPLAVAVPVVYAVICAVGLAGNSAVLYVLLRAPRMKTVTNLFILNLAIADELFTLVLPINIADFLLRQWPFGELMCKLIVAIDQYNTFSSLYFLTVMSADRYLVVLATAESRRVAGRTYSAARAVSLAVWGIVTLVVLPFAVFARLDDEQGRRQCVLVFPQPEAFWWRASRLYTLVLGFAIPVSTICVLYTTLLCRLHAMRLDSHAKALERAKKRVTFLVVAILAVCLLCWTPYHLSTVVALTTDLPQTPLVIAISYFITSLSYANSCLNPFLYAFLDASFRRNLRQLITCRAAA
# MEKK2 mut-MEK5 – MEK5 binding signal on mutant MEKK2 PB1, primary screen, biochemical, multiplex bead flow cytometry, Alexa488-MEK5 | percent response, % at 10 µM | actives 0.35% (n = 290,000) | Alexa488-MEK5 binding to MEKK2 mutant; in the data active means percent response above about 24%, passing the limit was not always enough; further: inactives centre near 1; some results filed as inactive read as strong as hits
# V1R ag counter – agonists of human V1a receptor, primary screen, counter-screen for OXTR agonist project, fluorescence, CHO-V1R cells | actives 0.25% (n = 320,000) | Vasopressin V1a receptor (Homo sapiens), P37288 | Fluo-8 calcium fluorescence, agonist mode; 0% DMSO, 100% 3 nM vasopressin | AID 2797, 2010 | activation, % at 3 µM;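 active means activation above the mean activation of all tested compounds plus 3 SD, per screening run, cut at about 20% in these data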;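 further: signal is peak over basal fluorescence ratio across a 100 second FLIPR read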
# PfM18AAP inh – PfM18AAP inhibitors, malaria aminopeptidase, primary screen, biochemical, QFRET, recombinant enzyme; M18 aspartyl aminopeptidase (Plasmodium falciparum 3D7); H-Glu-NHMec fluorogenic cleavage; actives 1.2% (n = 290,000); inhibition, % at 7.35 µM;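 active means inhibition above the campaign mean inhibition over all tested compounds plus 3 SD, cut at about 28% in these data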;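 further: 0% = plate median of test compound wells and 100% = 2 mM ZnCl2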
# Active calls of the source: *; x = no result given.
# Second line of a record: NALP1 yeast inh, GalR3 antag, OXTR agonist, OXTR potentiate, MEKK2 WT-MEK5, GPR7 antagonist, MEKK2 mut-MEK5, V1R ag counter, PfM18AAP inh
Cc1cccc(OCC(O)CN2CCNCC2)c1 (configuration not stated)
  16.6, -5.9, 1.0, -0.3, 103.0, 10.6, 0.0, 1.2, 0.1
O=C(CSc1nn(-c2ccc(F)cc2)c(=S)s1)N1CCN(C(=O)c2ccco2)CC1
  0.6, -8.2, -0.5, -7.6, 101.0, -2.8, 4.0, 0.6, 1.7
COc1ccc(NC(=O)CS(=O)c2ccc(Cl)c(Cl)c2)cc1 (configuration not stated)
  25.2, 1.4, 3.3, -10.1, 92.0, 4.4, 0.0, 5.5, -14.0
CC1(C)CC(=O)c2sc(NS(=O)(=O)c3ccccc3)nc2C1
  1.4, 6.0, 0.1, -4.7, 99.0, -8.1, -1.0, 0.2, -17.3
O=C(OCCO)c1cc(Cl)c(C(=O)OCCO)cc1Cl
  -6.5, -3.2, 1.1, -4.0, 99.0, 5.0, 1.0, 0.9, -1.4
CN(CC(=O)Nc1c(Cl)cccc1Cl)C(=O)CCNS(=O)(=O)c1ccccc1C(F)(F)F
  x, -0.8, -1.1, 1.9, x, x, x, -0.5, x
O=c1c2cc(Br)ccc2[nH]c(=S)n1Cc1ccccn1
  3.2, 5.5, -1.3, -6.9, 97.0, 7.7, -4.0, 0.3, -8.7
CC(=O)Oc1cccc(N2C(=O)c3ccc(C(=O)Nc4c[nH]c(=O)[nH]c4=O)cc3C2=O)c1
  27.9, x, 0.0, -7.9, 91.0, -9.2, -9.0, -0.3, 7.1
O=C(NCCC1=CCCCC1)C(=O)NCC(c1ccco1)N1CCN(c2ccc(F)cc2)CC1 (configuration not stated)
  11.6, -9.0, -0.9, -5.3, 98.0, -3.5, -1.0, 0.6, 1.7
N/C(=N\OC(=O)CCC1CCCC1)c1ccncc1
  11.9, 0.0, -0.9, -4.3, 100.0, -12.7, 3.0, 0.4, 7.6
CCCSc1nc(NCc2ccco2)c2c3c(sc2n1)COC(C)(CC)C3 (configuration not stated)
  -0.9, -1.9, -1.1, -2.4, 114.0, -4.4, 7.0, -0.5, -0.2
Cc1cc(=O)oc(C)c1C(=O)Nc1ccc2ncccc2c1
  17.5, -3.4, 1.8, -7.8, 97.0, -12.4, -1.0, 1.1, 15.5
O=C(Nc1ccccc1)OCc1cncs1
  -10.8, -8.4, -1.5, -16.9, 91.0, -9.0, -8.0, 8.4, 3.4
COC(c1ccccc1)c1nnc(CCC(=O)NC2C3CC4CC(C3)CC2C4)o1 (configuration not stated)
  9.7, -1.0, -0.5, -12.8, 92.0, 5.7, -7.0, -0.1, 2.4
O=C(NCCSc1c[nH]c2ccccc12)c1ccc2c(c1)OCO2
  21.0, x, 2.2, -5.6, 99.0, 13.2, 10.0, 3.9, -10.7
CCOC(=O)c1c(NC(=O)CSc2ncn[nH]2)sc(C(C)=O)c1C
  8.3, -2.7, -0.7, -7.8, 110.0, -18.1, 7.0, 1.9, 33.0*
Cc1ccc(-n2nnnc2-c2ccccc2Br)cc1
  x, -4.7, -3.2, -6.8, x, x, x, -0.7, x
COc1ccccc1/C=N/NC(=O)c1c(-c2ccccc2)noc1C
  -5.8, -7.2, 0.0, -6.2, 100.0, -6.8, 5.0, 2.2, 10.0
CCOC(=O)C1=C(C)OC(N)=C(C#N)C1c1cccc(C)c1 (configuration not stated)
  12.4, 4.5, 1.2, -0.7, 100.0, -11.3, -6.0, -0.5, -1.4
COCCn1c(SCC(=O)NC(=O)NC2CCCCC2)nc2ccccc2c1=O
  x, -6.5, -1.7, -3.4, x, x, x, -0.8, x
CCCS(=O)(=O)c1c(S(=O)(=O)CCC)c2cnccn2c1C(=O)c1ccc(CC)cc1
  -2.9, -2.1, -1.9, -4.9, 94.0, 3.3, 3.0, -0.4, -1.2
CCN(CC)CCC/C(=N\O)C(O)(c1ccccc1)c1ccccc1
  -5.2, -4.2, -0.7, -8.0, 93.0, -7.0, -10.0, 1.9, -8.6
Cc1nn(C)c(C(=O)NNC(=S)Nc2ccc(F)cc2)c1[N+](=O)[O-]
  -22.5, -5.8, 1.5, -6.7, 102.0, 1.1, 5.0, 0.5, 3.4
CCn1c(SCC(=O)OC(C)C)nnc1-c1ccccc1OC
  -6.3, -3.0, 0.8, -2.5, 98.0, -3.5, 2.0, 1.5, 2.4
COC(=O)Cn1ncn2cccc2c1=O
  -4.5, -3.9, -0.3, -18.7, 110.0, -8.3, 6.0, -0.6, -1.1
COc1cccc(NC(=O)Nc2ccc3c(c2)CCC3)c1
  3.4, -1.5, 1.6, -12.5, 107.0, -1.3, 3.0, 4.4, 3.2
CCOC(=O)C1=C(C)OC(N)=C(C#N)C1c1cc2cc(C)ccc2nc1N1CCCCC1 (configuration not stated)
  16.7, -2.0, -2.1, -1.3, 95.0, -2.5, -1.0, -0.4, 7.6
Cc1ccc(/C=N/NC(=O)Cc2cccn2C)s1
  4.3, -0.2, -0.1, 1.3, 93.0, -0.2, -3.0, 0.1, 11.8
CC(=O)c1c(O)cc(C(C)C)n(-c2ccccc2)c1=O
  8.3, -10.6, -0.8, -7.7, 94.0, -7.5, -3.0, 0.0, -3.8
CCOc1cc(NC(=S)NCCOC)c(OCC)cc1NC(=O)c1cccs1
  17.1, -7.6, -1.2, -6.6, 95.0, -7.3, -3.0, -0.8, 4.4
CSc1ccccc1NC(=S)NC1CCCC1
  9.6, -0.7, x, x, 97.0, -17.6, -2.0, x, 7.0
Cc1cccc(/N=C/c2c(O)[nH]c3ccccc23)n1
  10.6, -4.1, -2.1, -5.1, 102.0, -4.1, 3.0, -1.2, -5.2
COC(=O)C1Cc2ccccc2CN1S(=O)(=O)c1ccc(F)cc1 (configuration not stated)
  9.0, -6.8, -1.6, -3.0, 102.0, 11.6, -5.0, -1.2, -0.8
COc1ccc2c(c1)C1=NN(/C(C)=C/C(C)=O)C(c3cccc(F)c3)C1CC2 (configuration not stated)
  47.3, -0.3, -1.8, -2.5, 91.0, -5.3, -3.0, -0.9, -0.6
CC1CC(C)CN(C(=O)c2cccc(S(=O)(=O)Nc3cc(C(F)(F)F)ccc3Cl)c2)C1 (configuration not stated)
  34.4, -5.5, -0.5, -8.4, 96.0, -14.1, -2.0, 6.5, -1.2
CC(CN1CCN(C)CC1)OC(=O)c1cccc(Cl)c1 (configuration not stated)
  x, -6.0, 0.7, -8.0, 108.0, -5.3, 0.0, 1.3, 1.8
Cc1ccc(S(=O)(=O)N(C(=O)c2ccncc2)c2ccc(OC(=O)c3ccncc3)cc2)c(C)c1
  25.9, -3.8, -0.2, -1.9, 99.0, -8.0, 0.0, 0.4, -4.4
COc1ccc(N(CC(=O)NCCSc2ccccn2)S(=O)(=O)c2ccccc2)c(OC)c1
  0.2, -4.3, 3.3, -15.6, 100.0, -12.5, 3.0, 1.8, 4.5
CCOC(=O)C1(CCOc2ccccc2)CCN(Cc2cccc3c2OCO3)CC1
  11.0, -6.6, 0.4, -11.3, 115.0, 9.7, 3.0, 1.5, 1.1
CC1CCCC(NC(=O)COC(=O)COc2ccccc2Cl)C1C (configuration not stated)
  6.6, -4.9, -2.5, -12.8, 88.0, 9.8, -8.0, -0.3, -2.2
CN1CCN(/N=C/c2ccc(OCc3ccccc3)cc2)CC1
  24.9, -6.5, 2.8, -10.4, 115.0, -3.0, 17.0, 1.5, 2.3
O=C(NCc1ccccc1)C1(c2cccc(F)c2)CCCC1
  -13.0, -6.4, -2.4, -8.8, 103.0, -0.6, 1.0, -1.8, -1.0
O=C(NCCS(=O)(=O)N1CCN(c2ccccc2F)CC1)c1ccco1
  x, -2.9, -0.1, 0.3, x, x, x, 1.8, x
FC(F)(F)Sc1ccc(NC(=S)NCc2ccccc2)cc1
  18.9, -1.8, 8.1, -14.5, 98.0, 6.4, -7.0, 5.3, -19.6
CC(C)N1CCC(=NNC(=O)c2ccc(Br)o2)CC1
  21.6, -5.7, -0.5, -11.5, 112.0, 4.1, 7.0, 0.6, -15.8
O=C(/C=C/c1ccc(Cl)c(Cl)c1)NC1=NCCS1
  6.5, -0.8, 3.7, -10.3, 107.0, 0.0, 0.0, 2.3, -1.6
O=C(NNC(=O)C1CCN(S(=O)(=O)c2ccc(Cl)cc2)CC1)c1ccc(S(=O)(=O)N2CCCCC2)cc1
  24.1, 1.4, 0.8, -5.6, 96.0, -2.6, -2.0, 0.4, -0.7
Cc1nnc(N2CCN(c3ccccc3)CC2)[nH]c1=O
  -0.5, -3.0, 1.6, -9.5, 100.0, -6.7, 10.0, 0.7, -7.6
COc1ccc(N(CC(=O)NCc2ccc(C)cc2)S(=O)(=O)c2c(C)[nH]c(=O)[nH]c2=O)cc1
  0.4, -1.4, -0.4, -12.1, 104.0, -11.0, 3.0, 0.5, 2.8
O=C(NCc1ccccc1)c1c[nH]c2ccc(F)cc2c1=O
  18.7, -0.2, 2.6, 0.5, 107.0, -10.9, 14.0, 0.9, -11.4
Oc1[nH]c2ccccc2c1N=Nc1nc(Nc2ccccc2)nc(N2CCOCC2)n1
  x, -3.8, -0.5, -4.8, 107.0, -5.6, 1.0, -0.8, 4.5
Cc1cccc(OCC(=O)N(Cc2ccco2)C2CCS(=O)(=O)C2)c1C (configuration not stated)
  0.7, x, -1.1, 0.0, 99.0, -4.3, 0.0, 0.7, 2.3
COCc1cc(=O)n2[nH]c(-c3ccc(C)cc3)cc2n1
  5.5, -1.5, -1.0, 1.1, 109.0, -5.3, 5.0, 0.0, 4.8
CCc1nc(C)c(-c2ccccc2)c(=O)[nH]1
  24.5, -2.8, -0.7, -4.0, 102.0, -10.0, 4.0, 3.9, -1.6
O=C(NC(=S)N1CCN(C/C=C/c2ccccc2)CC1)c1c(F)cccc1F
  18.1, 5.0, 1.8, -7.3, 101.0, -8.6, -1.0, 1.4, 2.4
Nc1ccc2c(c1)OCCOCCOCCOCCOCCO2
  14.4, -3.3, 0.5, -9.5, 98.0, -16.3, 1.0, 1.9, 10.5
COc1cc(C#Cc2c(-c3cncn3C)n(C)c3ccc(-c4ccc5[nH]ccc5c4)cc23)cc(OC)c1
  x, -9.9, 0.9, 2.0, x, x, x, 0.6, x
CCOc1ccc(-n2c(SCC(=O)Nc3cc(C(=O)O)ccc3Cl)nc3ccccc3c2=O)cc1
  -1.5, -2.0, 0.2, -7.0, 109.0, 2.2, 3.0, 0.4, 1.8
CCN(CC(=O)Nc1c(F)cccc1F)C(=O)CNC(=O)c1ccc2ccccc2c1
  x, -4.6, 1.5, -8.1, x, x, x, 1.7, x
